KDM5B inhibitor: blocks human KDM5B histone demethylase activity; KDM5B demethylase, FDH-coupled NADH fluorescence (FDH is formaldehyde dehydrogenase); Potency, µM (titrated, usually from 57.7 µM), inactives show at the highest dose activity change, negative = inhibition, most hits filed as inhibitors; actives 2.6% (n = 220,000); active = well fitted inhibition curve with a large enough effect; inconclusive = small, poorly fitted or top-dose-only effect; inactive = no such curve, though single readings can be large or run the other way; note: 0% is about no effect; nearly all actives have a fitted effect of over 70% in size
Target sequence (Q9UGL1 whole entry, looked up): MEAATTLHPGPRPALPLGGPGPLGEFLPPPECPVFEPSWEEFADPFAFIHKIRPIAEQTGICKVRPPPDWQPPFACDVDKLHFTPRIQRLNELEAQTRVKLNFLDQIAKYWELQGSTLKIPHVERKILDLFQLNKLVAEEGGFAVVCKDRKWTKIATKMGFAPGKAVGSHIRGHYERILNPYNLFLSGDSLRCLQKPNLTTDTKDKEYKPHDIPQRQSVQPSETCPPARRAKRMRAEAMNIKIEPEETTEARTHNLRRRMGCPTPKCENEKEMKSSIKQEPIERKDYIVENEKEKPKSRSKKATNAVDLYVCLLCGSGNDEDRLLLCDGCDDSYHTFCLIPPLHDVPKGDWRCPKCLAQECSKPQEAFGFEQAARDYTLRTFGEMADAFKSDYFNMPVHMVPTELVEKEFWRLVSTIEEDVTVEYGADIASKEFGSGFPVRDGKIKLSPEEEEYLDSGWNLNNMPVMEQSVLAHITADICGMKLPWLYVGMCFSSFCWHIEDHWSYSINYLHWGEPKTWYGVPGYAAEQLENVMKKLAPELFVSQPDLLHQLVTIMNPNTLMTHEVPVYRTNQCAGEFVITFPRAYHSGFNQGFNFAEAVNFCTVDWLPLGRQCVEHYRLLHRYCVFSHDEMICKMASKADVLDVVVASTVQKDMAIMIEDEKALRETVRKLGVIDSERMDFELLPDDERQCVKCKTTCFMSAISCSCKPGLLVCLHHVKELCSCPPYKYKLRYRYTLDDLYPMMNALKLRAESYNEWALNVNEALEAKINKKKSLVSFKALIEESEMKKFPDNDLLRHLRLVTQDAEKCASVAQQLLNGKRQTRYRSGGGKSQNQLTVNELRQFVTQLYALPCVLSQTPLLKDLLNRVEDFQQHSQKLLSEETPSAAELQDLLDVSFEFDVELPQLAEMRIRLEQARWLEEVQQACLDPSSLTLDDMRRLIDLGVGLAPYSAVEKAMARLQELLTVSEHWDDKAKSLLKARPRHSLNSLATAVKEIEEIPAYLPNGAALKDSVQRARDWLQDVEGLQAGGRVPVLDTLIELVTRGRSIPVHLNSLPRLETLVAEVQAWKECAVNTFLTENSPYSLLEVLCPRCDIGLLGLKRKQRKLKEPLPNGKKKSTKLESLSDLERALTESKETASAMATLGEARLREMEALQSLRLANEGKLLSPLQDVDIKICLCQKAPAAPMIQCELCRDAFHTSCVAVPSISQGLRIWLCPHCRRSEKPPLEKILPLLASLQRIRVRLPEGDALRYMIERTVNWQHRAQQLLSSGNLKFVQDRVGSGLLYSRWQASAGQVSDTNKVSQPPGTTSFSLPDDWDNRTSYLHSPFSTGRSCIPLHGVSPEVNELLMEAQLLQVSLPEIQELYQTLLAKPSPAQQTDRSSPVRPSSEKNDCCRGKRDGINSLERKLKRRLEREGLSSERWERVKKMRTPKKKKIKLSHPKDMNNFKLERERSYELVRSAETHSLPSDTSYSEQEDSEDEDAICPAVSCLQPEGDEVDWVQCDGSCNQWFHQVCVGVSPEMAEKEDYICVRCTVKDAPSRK
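Compound dilutions met 200 nM (final) KDM5BΔAP for 10 min at room temperature before substrate addition. The substrate mix held 12.5 µM H3K4me3 with cofactors 25 µM α-ketoglutarate and 50 µM Fe²⁺. NADH signal gain over 30 min defined activity.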
* marks the source's active call; other numbers are inactive results; i = inactive; ? = inconclusive; [ ] = dose if it differs, or a comment. Potency is the fitted concentration of half-maximal effect. These rows are one share of the data; count on the stated rates, not on these rows.

SMILES	KDM5B inhibitor
CCc1noc([C@@H]2CC(F)(F)CN2C(=O)c2ccncc2F)n1	-5.8%
O=C(c1ccc2[nH]ccc2c1)N1CCC(Cc2nncn2CC2CC2)C1 (stereo not given)	-2.1%
O=C(CC1CCCCC1)NCc1nnc2c(-c3nc(C4CC4)no3)cccn12	15.8µM*
O=C(C(c1ccccc1)c1ccccc1)N(Cc1ccccc1)C1CC1	-1.5%
O=C(O)c1cccc(S(=O)(=O)N(Cc2ccccc2)c2ccccc2Cl)c1	16.9%
Cc1c(C(=O)N(C)C)sc2c1c(=O)n(-c1ccccc1C(F)(F)F)c(=O)n2Cc1ccccc1C#N	-14.9%
Cc1cc(OCC(=O)Nc2ccc(Br)cc2)cc2c1C(=O)CC(C)(C)O2	-11.1%
COc1ccccc1CNC(=O)C(Cc1ccccc1)NS(=O)(=O)c1ccc2c(c1)oc(=O)n2C (stereo not given)	-13.8%
CCCCN(CC)C(=O)c1cc2c(=O)n3ccccc3nc2n1C	?
O=C(C1CCCC1)N1CC2(CCN(Cc3ccccn3)C2)Cc2ccccc21 (stereo not given)	-26.4%[115 µM]
CCN(C(=O)CCc1nc(-c2ccc(C)cc2)no1)c1cccc(C(F)(F)F)c1	?
O=C(Nc1cc(Cl)ccc1Cl)c1cc(S(=O)(=O)N2CCCc3ccccc32)ccc1F	-2.4%
Cc1ccc(NC(=O)Cn2c(=O)oc3cc(S(=O)(=O)N4CCCC4)ccc32)cc1F	-2.9%
Cc1ccc(-n2c(SCC(=O)NCc3ccccc3)nc3n[nH]c(C)c3c2=N)cc1Cl	?
C=C(C)CNc1ccc(C(=O)N(CC)Cc2nccn2C)cn1	?

SMILES	KDM5B inhibitor
O=C(O)c1ccc(-c2ccc(Br)cc2)s1	?
Fc1ccc(C(CCNCc2cccs2)c2ccco2)cc1 (stereo not given)	-5.0%
COc1cccc2sc(N3CCN(C(=O)CCS(=O)(=O)c4ccc(C)cc4)CC3)nc12	-2.8%
Cc1ccccc1-c1nc(Cn2ccnc2C(C)C)c(C)o1	11.5%
CN1CC2(CCN(C3CCN(CCc4ccccc4)CC3)C2)OC1=O (stereo not given)	?
O=C1NCCN2CC3(CCN(C(=O)COc4ccc(F)cc4)CC3)CC12 (stereo not given)	?
O=C1NC2(CCN(Cc3ccccc3)CC2)COc2ccccc21	-16.3%[86.2 µM]
CN(C)[C@@H]1CN(C2CCOCC2)CC[C@@H]1CO	12.9%
CCCCCCn1nc(C(=O)Nc2ccc(OC)c(Cl)c2)c2ccccc2c1=O	-5.4%
CC(=O)N1CCCc2cc(S(=O)(=O)N(C)CC(=O)Nc3ccc(C)cc3C)ccc21	-5.8%
COc1ccc(-c2noc(CSc3nnc(-c4ccco4)n3C)n2)c(OC)c1	5.4%
COC(=O)C(C)N1C(=O)S/C(=C\c2ccccc2C)C1=O (stereo not given)	6.9%
O=C(Sc1ccc(Sc2ccc(SC(=O)c3ccco3)cc2)cc1)c1ccco1	-17.2%
COc1ccc(N2C(=O)[C@@H]3[C@@H](CCN3C(=O)C(C)(C)C)N(Cc3ccccc3)C2=O)cc1	22.8%[86.2 µM]
CCN(CC)C(=O)C1CCCN(c2ncnc3c2nc2n3CCCCC2)C1 (stereo not given)	-2.1%[11.5 µM]

SMILES	KDM5B inhibitor
Cc1nc2c(C(=O)NCCc3ccc(Cl)cc3)cnn2c(C)c1Cc1ccc(F)cc1	?
CC(NC(=O)c1nn(Cc2ccccc2)c(=O)c2ccccc12)c1ccco1 (stereo not given)	-18.0%
CSCC(=O)N[C@H]1CCN2C(=O)c3cc(-c4ccc(SC)cc4)ccc3NC(=O)[C@H]12	?
Cc1nc(CCNC(=O)c2scnc2C)cs1	-7.3%
COc1cccc(CN(C)C(=O)CN2CCCC2c2ccc3c(c2)OCCO3)c1OC (stereo not given)	-3.3%
CCOC(=O)N1CCc2c(sc3c2c(=O)n(Cc2ccccc2)c(=O)n3CC(=O)Nc2cccc(CC)c2)C1	-21.9%
Cc1nc(COc2ccccc2C(=O)N(C)c2ccccc2)no1	-7.6%
CC1(C)C(=O)Nc2ccccc2N1C(=O)COC(=O)c1cnccn1	12.5%
CCO[C@H]1CN(C(=O)CCc2ccc(-c3ccccc3)cc2)C[C@@H]1O	3.6%
CC(=O)NCCC1CCCN(Cc2oc3ccc(C)cc3c2C)C1 (stereo not given)	-22.6%
CN(CC(=O)Nc1cc(C(F)(F)F)ccc1Cl)C1CCc2ccccc21 (stereo not given)	11.7%
COc1c(F)cccc1CN1CCOc2cc([S+](N)(=O)[O-])ccc2C1	-19.2%[86.2 µM]
CN(Cc1ccc(F)cc1)c1ccc2ncc(Nc3cccc(N[S+](C)(=O)[O-])c3)n2n1	?
C[C@@H]1CN(C(=O)C2(N3C[C@@H](C)O[C@@H](C)C3)Cc3ccccc3C2)C[C@H](C)O1	-4.9%
CCC(C)NC(=O)CN1CN(c2ccccc2)C2(CCN(C(=O)c3ccccc3OC)CC2)C1=O (stereo not given)	-1.3%

SMILES	KDM5B inhibitor
CCc1ccc(OCc2nnc(SCc3cc(=O)c4ccccc4[nH]3)n2CC)cc1	-15.0%
Cc1ccsc1/C=N/NC(=O)CN1CCN(Cc2ccccc2)CC1	17.8%
CCCc1c(C(=O)Nc2ccc(C(F)(F)F)cc2)cnn1-c1ccccc1	12.9%
CC(=O)Nc1ccc(CN2CCC3(CN[S+](=O)([O-])c4ccccc4N3)C2)cc1 (stereo not given)	-22.5%
CN1Cc2ccc(N3CCOCC3)nc2C(C)(C(=O)NCc2ccccc2)C1 (stereo not given)	?
Cc1ccc(Cl)cc1NC(=O)CCCn1c(=O)c2cccn2c2cccnc21	-8.4%
O=C(Nc1ccc(Cl)cc1C(F)(F)F)c1ccc(-c2ccccc2)cc1	18.0%
Cc1nc2c(c(=O)[nH]1)CCN(C(=O)c1cn(CCC3CCCCN3)nn1)CC2 (stereo not given)	-17.0%
O=[N+]([O-])c1cc(S(=O)(=O)Nc2ccc(Cl)cc2)ccc1N/N=C/c1ccccc1	22.4%
Cc1nc(N2CCC(C(O)c3nccn3C)CC2)c2sccc2n1 (stereo not given)	-22.1%
COC(=O)c1sccc1-c1ccc(/C=N/OC(=O)c2cccs2)o1	?
CC(C)Sc1nc2c(c(=O)[nH]c(=O)n2C)n1CCc1ccccc1	9.0%
Fc1cccc(OCc2nnc(-c3ccc(Br)cc3)o2)c1	15.4%
COC(=O)c1cc(NC(=O)CCc2c(C)nc3c(c(C)nn3C(C)(C)C)c2C)cc(C(=O)OC)c1	?
N#Cc1nc(C2CC2)oc1N1CCN(CC(=O)NC(=O)NC2CC2)CC1	17.8%

SMILES	KDM5B inhibitor
CCn1ncnc1C1CC(=O)Nc2cc(OC)c(NC(=O)CC(C)C)cc21 (stereo not given)	-11.9%
CC(=O)N(C1CC1)C1CCOC2(CCN(C(=O)c3n[nH]c4ccccc34)CC2)C1 (stereo not given)	1.5%
CCNC(=O)C1C(c2cccc(NC(=O)Cc3ccccc3)c2)OC(=O)N1Cc1ccc(C)cc1 (stereo not given)	-20.5%
COc1cccc(CN2CCOC3CCN(Cc4ccc(C#N)cc4)CC3C2=O)c1 (stereo not given)	-19.4%[86.2 µM]
O=C(NCc1ccc2c(c1)OCO2)C1CCCN1c1nc2ncccc2o1 (stereo not given)	9.4%
Cc1cccc(Oc2coc3cc(OC(C)C(=O)OCCC(C)C)ccc3c2=O)c1 (stereo not given)	-0.5%
CC(C)n1cc(CN2CCCN(S(=O)(=O)c3ccccc3)CCC(=O)NCC2)c2ccccc21	?
Cc1ccc(C(=O)NN2CC(C(=O)OCC(=O)c3ccccc3)CC2=O)cc1 (stereo not given)	12.3%
O=C(Nc1ccccc1C(F)(F)F)c1cc2nc(-c3ccccc3)cc(-c3ccccc3)n2n1	i
Cc1ccc(CN2CCN(C3CCNCC3)C(=O)C2=O)cc1	-16.9%
CCN(c1ccccc1)S(=O)(=O)c1cc(C(=O)Nc2ccc(Br)cc2)ccc1F	?
O=C(NCc1ccc(F)cc1)c1nc(-c2ccsc2)c2ccccn12	25.1µM*
CN1CCC(OC2CCN(S(=O)(=O)c3ccccc3)CC2)CC1	-13.7%
CCOc1ccc(NS(=O)(=O)c2cc(C(=O)Nc3ccc4oc(C)nc4c3)ccc2Cl)cc1	-8.8%
O=C(O)c1ccc(OCc2nnnn2-c2ccccc2)cc1	0.2%

SMILES	KDM5B inhibitor
CC(C)CC(=O)Nc1ccccc1OCc1cc(=O)n2ccccc2n1	-14.5%
O=C(NCCc1ccccc1)C1CCN(C(=O)c2ncn3c2COC(c2ccccc2)C3)CC1 (stereo not given)	23.0%
Cc1oc(-c2cccc(Cl)c2)nc1CN1CCC(C(=O)NC(C)c2ccccc2)CC1 (stereo not given)	-16.9%
N#Cc1nc(/C=C/c2cccs2)oc1NC1CCCCC1	?
CCc1cc(CC)n(-c2nc3c(c(=O)n(CCOC)c(=O)n3C)n2C)n1	20.2%
N#Cc1ccc(CN2CC[C@@H]3C(=O)NCCCCCCN(Cc4ccncc4)[C@@H]3C2)cc1	?
C=CCNC(=O)N1CC[C@@H](CC(=O)O)[C@@H](CC2=NCCc3ccc(C)cc32)C1	-15.8%[86.2 µM]
Cc1ccc(C(C)NC(=S)NC2CCCCC2)c(C)c1 (stereo not given)	9.4%
COc1cccc(CNC(=O)CSc2nc(C3CC3)nc3ccccc23)c1	4.8%
CCCNC(=O)N1CCC[C@H](n2c(=O)n(CCOC)c3cccnc32)C1	-1.3%
Cc1nc2c(C(=O)O)cnn2c(C)c1Cc1ccccc1	?
O=C(NC1CCCCC1)N[C@H]1CCN2C(=O)c3ccccc3NC(=O)[C@H]12	0.8%[86.2 µM]
CC1=NN(c2nc(C)cc(C)n2)C(=O)C1Cc1cccc(Cl)c1 (stereo not given)	-12.5%
N#Cc1cccc(NC(=O)N2CCC[C@@H](O)[C@H](NC(=O)c3ccc(OCc4ccc(F)cc4)cc3)C2)c1	-3.4%
Cc1ccccc1NC(=O)c1sc2nc3c(cc2c1N)CCCC3	?

SMILES	KDM5B inhibitor
CC(C)(C)c1cc(SCc2ccc(C#N)cc2)cc(C(C)(C)C)c1O	5.0%
Cc1ccc(C)c(N2CCN(C(=O)c3ccc(CS(=O)c4ccccc4)o3)CC2)c1 (stereo not given)	17.3%
CC(C(=O)NCc1ccccc1F)n1nc(-c2ccccc2)c2ccccc21 (stereo not given)	?
CCOC(=O)CNC(=O)N1CCCCCC1c1ccc(C)s1 (stereo not given)	10.7%
O=C(NC1CCCC1)c1ccc(CSc2nc3cccnc3n2Cc2cccc(F)c2)cc1	?
COC(=O)c1cc2sc(C)cc2n1Cc1cccc(OC)c1	?
Cn1ccc2c(C(=O)NCc3cccnc3)nc(-c3ccc([S+](C)(=O)[O-])cc3)cc21	i
CCN(CC)C(=O)[C@@H]1CCC[C@@H](NC(=O)Nc2c(C)noc2C)CN(C)C(=O)C1	-10.2%[86.2 µM]
O=C(NC1CCCCC1)C(c1ccccc1)N(C(=O)c1cnccn1)c1cccs1 (stereo not given)	-1.7%
COc1ccc(Cl)cc1NC(=O)CCN1C(=O)c2ccccc2Sc2ncccc21	-9.1%
C/C=C/C[N+](C)(C/C=C/C)CC(=O)C(C)(C)C	-7.8%
O=C(CC1=CCCCC1)N1C[C@@H](COCC2CC2)[C@H](c2ccncc2)C1	-9.6%
CCn1c(SCC(=O)c2ccc(C#N)cc2)nnc1-c1ccccc1	-8.3%
COc1cccc(CC(=O)Nc2cccc(-c3nnc4n3CCCC4)c2)c1	18.4%
COc1ccc(NC(=O)Cn2nnc(C(=O)Nc3ccc(F)c(Cl)c3)c2N)cc1OC	-32.1%

Some of the entries so far, field by field:
> COc1ccc(NC(=O)Cn2nnc(C(=O)Nc3ccc(F)c(Cl)c3)c2N)cc1OC
- KDM5B inhibitor: -32.1%
> Cn1ccc2c(C(=O)NCc3cccnc3)nc(-c3ccc([S+](C)(=O)[O-])cc3)cc21
- KDM5B inhibitor: i

Remaining list, next part
SMILES	KDM5B inhibitor
O=C(Nc1ccc(Cl)cc1)N1CCCC(c2nn(-c3ccccc3)c(=O)[nH]2)C1 (stereo not given)	-16.2%
COc1cc(OC)c(NC(=O)Cn2cnc3sc(C)c(S(=O)(=O)N4CCC(C)CC4)c3c2=O)cc1Cl	-0.2%
CN(C)C1(c2nnnn2-c2ccc3c(c2)OCCO3)C2CC3CC(C2)CC1C3 (stereo not given)	-12.2%
CC(C)CC(=O)Nc1ccc(NC(=O)c2ccccc2F)cc1	-2.4%
O=C(NCCc1ccccn1)c1cccc(F)c1	-1.7%
CC1(C)CC(=O)C2=C(C1)NC(=O)CC2c1ccc(C(C)(C)C)cc1 (stereo not given)	11.8%

Some of these compounds in order of length of the SMILES, largest number first.
SMILES	KDM5B inhibitor
O=C(Nc1ccc(Cl)cc1)N1CCCC(c2nn(-c3ccccc3)c(=O)[nH]2)C1 (stereo not given)	-16.2%
CN(C)C1(c2nnnn2-c2ccc3c(c2)OCCO3)C2CC3CC(C2)CC1C3 (stereo not given)	-12.2%
CC1(C)CC(=O)C2=C(C1)NC(=O)CC2c1ccc(C(C)(C)C)cc1 (stereo not given)	11.8%
CC(C)CC(=O)Nc1ccc(NC(=O)c2ccccc2F)cc1	-2.4%
O=C(NCCc1ccccn1)c1cccc(F)c1	-1.7%

Source: PubChem (National Center for Advancing Translational Sciences (NCATS))
